SENP7 inh: blocks the human protease SENP7 | Q9BQF6 | recombinant SENP7, Z-RLRGG-aminoluciferin luminescence, 40 min | inhibition, % at 5 µM | 330,000 compounds, 1.5% hits | AID 434973;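 active means inhibition above about 50% at the single test dose, limit read from the data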;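 further: plate controls were DMSO with enzyme for no effect and no enzyme buffer wells for full effect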
Target sequence (Q9BQF6 706-1050 limits assumed): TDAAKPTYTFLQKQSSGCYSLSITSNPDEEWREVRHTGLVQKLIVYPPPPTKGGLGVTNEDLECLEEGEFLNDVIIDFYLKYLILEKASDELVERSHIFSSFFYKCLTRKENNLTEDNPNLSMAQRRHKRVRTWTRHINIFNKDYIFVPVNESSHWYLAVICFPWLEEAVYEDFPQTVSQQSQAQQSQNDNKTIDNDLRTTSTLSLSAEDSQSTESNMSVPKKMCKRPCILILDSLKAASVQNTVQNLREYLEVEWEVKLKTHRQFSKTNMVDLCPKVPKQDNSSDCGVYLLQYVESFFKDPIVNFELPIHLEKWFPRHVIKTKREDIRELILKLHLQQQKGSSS
SENP8 block-1: blocks the human protease SENP8 | inhibition, % at 10 µM | 330,000 compounds, 1.2% hits | AID 2540 | Q96LD8 | purified SENP8, Z-RLRGG-aminoluciferin cleavage, luminescence; in the data active means inhibition above about 50%
Target sequence (Q96LD8 whole entry, looked up): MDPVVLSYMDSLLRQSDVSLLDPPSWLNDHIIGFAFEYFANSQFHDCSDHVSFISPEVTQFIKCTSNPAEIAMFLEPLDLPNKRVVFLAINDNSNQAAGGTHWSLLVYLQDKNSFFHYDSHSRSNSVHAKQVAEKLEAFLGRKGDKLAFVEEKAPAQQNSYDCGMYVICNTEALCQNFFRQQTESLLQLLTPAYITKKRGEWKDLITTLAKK
SENP8 block-2: inhibitors of human SENP8 protease; recombinant SENP8, Nedd8 substrate fluorescence; inhibition, % at 20 µM; 360,000 compounds, 0.64% hits; AID 602440; in the data active means inhibition mostly above about 40%, no sharp cut-off; inactive means mostly below about 27%
UBC13 inh: inhibitors of human UBC13 polyubiquitin chain formation | TR-FRET | AID 485273 | 330,000 compounds, 0.47% hits | P61088 | inhibition, % at 20 µM; in the data active means inhibition above about 45%, passing the limit was not always enough
Target sequence (P61088 whole entry, looked up): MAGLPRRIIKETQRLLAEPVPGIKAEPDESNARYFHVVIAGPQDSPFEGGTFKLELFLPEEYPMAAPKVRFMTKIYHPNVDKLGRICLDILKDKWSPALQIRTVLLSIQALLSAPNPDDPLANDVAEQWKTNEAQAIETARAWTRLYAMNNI
SENP6 block: SENP6 protease inhibition; Q9GZR1; Recombinant SENP6 catalytic domain, aminoluciferin luminescence; inhibition, % at 10 µM; 330,000 compounds, 1.8% hits; AID 2599;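 active means inhibition above about 50% at the single tested dose, limit read from the data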;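 further: plate controls were DMSO wells with enzyme for no effect and DMSO wells lacking enzyme for full effect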
Apaf1 inhib: blocks human Apaf-1 apoptosome activity | O14727 | reconstituted apoptosome caspase-3 activity, DEVD-Rh110 fluorescence | inhibition, % at 20 µM | 330,000 compounds, 0.71% hits | AID 489030; active means inhibition of at least 40% at 20 µM;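 further: plate controls were DMSO wells for no effect and DEVD-CHO caspase inhibitor wells for full effect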
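Medium: Hepes buffer, pH 7.5 / System: biochemical Apaf-1 apoptosome reconstitution / Measured by: Rh110 fluorescence, excitation 480 nm, emission 540 nm / Times: compound with Apaf-1, dATP, procaspase-3 30 min, then 50 min reaction, room temperature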
SENP1 inh: inhibitors of human SENP1 SUMO protease catalytic domain | Q9P0U3 | inhibition, % at 10 µM | 360,000 compounds, 0.21% hits | recombinant SENP1 catalytic domain, CyPet-SUMO1-YPet FRET cleavage | AID 624204;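 active means inhibition at least 30% at 10 µM, raw YFP signal under a set limit, fluorescence ratio 0.5 to 1.5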;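 further: 0% = enzyme with DMSO and 100% = no enzyme wells; some results filed as inactive read as strong as hits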
Target sequence (Q9P0U3 419-644 limits assumed): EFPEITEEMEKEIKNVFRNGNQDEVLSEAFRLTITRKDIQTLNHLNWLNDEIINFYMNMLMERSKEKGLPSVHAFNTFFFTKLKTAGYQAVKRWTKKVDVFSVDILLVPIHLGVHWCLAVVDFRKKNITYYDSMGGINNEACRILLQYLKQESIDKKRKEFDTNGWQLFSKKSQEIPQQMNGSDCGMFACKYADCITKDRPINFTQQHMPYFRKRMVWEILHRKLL
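Assay system: hSENP1 catalytic domain, recombinant. Amount: SENP1 enzyme, 20 pM final. Schedule: 50 min reaction, RT, dark. Technique: FRET, CFP and YFP emission. Control set: no-enzyme wells low, DMSO-plus-enzyme wells high control.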
A3G deaminase: inhibitors of human APOBEC3G DNA deaminase; 330,000 compounds, 0.28% hits; inhibition, % at 20 µM; AID 493012; recombinant A3G, ssDNA deamination FAM/TAMRA fluorescence; Q9HC16;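 active means inhibition of at least 40% at 20 µM, with no more than 30% in the related APOBEC3A deaminase screen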;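 further: plate controls were DMSO wells with A3G for no effect and wells lacking A3G enzyme for full effect; some compounds called inactive have numbers as strong as hits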
An asterisk follows results filed as active.

SMILES	SENP7 inh	SENP8 block-1	SENP8 block-2	UBC13 inh	SENP6 block	Apaf1 inhib	SENP1 inh	A3G deaminase
COc1ccccc1NC(=O)c1sc(NC(=O)c2ccco2)c(C#N)c1C	4	0	-282	2	0	-18	-56	1
CCOc1cccc(NC(=O)c2cnccc2C(F)(F)F)c1	-8	-5	10	4	-7	-20	1	-10
COc1ccc(C2NC(=O)CS2)cc1 (stereo unspecified)	2	-1	20	-2	11	-4	1	1
O=C(Nc1cccc(F)c1)c1cc(-c2ccco2)nc2ccccc12	10	2	-485	-20	-1	-14	-3	15
CCOc1ccccc1NC(C)C(=O)NC(=O)NC1CCCCC1 (stereo unspecified)	8	0	16	2	-3	8	0	-4
COc1ccc([C@@H]2C[C@H](c3ccccc3)Oc3cc(OC)c(OC)c(OC)c32)cc1	4	-4	22	11	-22	15	3	12
Cc1c(Br)c([N+](=O)[O-])nn1CC(=O)N1CCCc2ccccc21	-13	-1	34	12	-10	-2	0	-5
Cc1ccccc1OCCn1c(CCNC(=O)C(C)C)nc2ccccc21	3	-6	0	-10	0	-4	3	-6
CCN(c1ccccc1)S(=O)(=O)c1ccc(Cl)c(C(=O)N2CCCC2)c1	-2	-6	-2	8	0	0	1	-5
COc1ccc(CCNS(=O)(=O)c2cccc([N+](=O)[O-])c2)cc1	2	-2	9	10	-3	-16	2	-12
CCN(C[C@H]1N[C@@](CC)(C(=O)OC)[C@H]2C(=O)N(Cc3ccccc3)C(=O)[C@@H]12)C(=O)c1ccc(C)cc1	4	9	4	1	0	2	2	-6
COc1cccc(C2NC(=O)NC(C)=C2C(=O)Nc2ccc(C)cc2)c1OC (stereo unspecified)	-1	4	13	4	1	-2	1	1
COc1cc(C(C)=O)ccc1OCCCN1CCC(Cc2ccccc2)CC1	-4	-4	16	8	-6	-7	0	-2
Cc1c(Cl)cccc1NC(=O)CN1CCN(CCO)CC1	-2	-1	8	-7	-10	-5	3	-4
Cc1ccc(NC2OC(C(O)CO)C(O)C2O)cc1[N+](=O)[O-] (stereo unspecified)	5	-3	13	2	-10	-9	0	-3
C#CC(C)(C)NC(=O)c1ccccc1OC	-5	-7	25	4	-17	11	3	-4
COC(=O)CCC(=O)OC1(C)C(=O)C2=CN(C3CC3)C(c3ccc(OC)cc3)=CC2=C(Br)C1=O (stereo unspecified)	0	25	-10	-58	29	61*	-57	-3
COc1ccc(C(=O)N2CCCCCC2)cc1OC1CCN(C(C)C)CC1	-7	6	6	5	0	-68	0	-4
Cc1nn(C(=O)N2CCOCC2)c(C)c1CN1C(=O)c2ccccc2C1=O	3	6	19	4	0	-1	0	-4
O=C(/C=C/c1cccs1)N1CCC2(CC1)Oc1ccc(Cl)cc1C(=O)C21CC(c2ccc(Cl)cc2)=NO1 (stereo unspecified)	-1	-10	5	-38	-6	-2	1	-4
COc1ccc(C)cc1NC(=O)CCS(=O)(=O)c1cccc2nonc12	-3	1	18	6	16	2	2	-1
CC1=C/C(=C/N(C)C)C(=O)O1	5	3	1	-6	-18	1	-8	1
CCSc1nc2c(c(=O)[nH]1)C(c1cccnc1)C(C(=O)OC(C)C)=C(C)N2 (stereo unspecified)	11	6	-138	-1	19	4	1	-5
Nc1c(-c2ccc(F)cc2)cnc2ncnn12	-6	-8	26	-23	-16	8	4	-6
Cn1nnnc1SCC(=O)Nc1ncc(Cl)cc1Cl	-4	-5	0	-5	-2	8	-1	-5
O=C(NC1CCCC1)C(c1ccncc1)N(C(=O)Cc1cccs1)c1ccccc1 (stereo unspecified)	5	7	7	8	8	-9	2	-7
COC(=O)c1ccc(C2C(C(=O)Nc3ccc(C)cc3C)=C(C)Nc3ncnn32)cc1 (stereo unspecified)	2	-3	17	5	4	6	2	-1
CCOC(=O)c1cnc2c(ccc3ccccc32)c1Cl	30	2	-51	2	2	-9	-1	-3
C=CCc1ccc(OCCCOc2ccc(C(=O)O)cc2)c(OC)c1	-5	-8	4	-2	-2	8	2	-6
C=C(C)C(=O)OCC(O)COc1ccc(C(C)(C)c2ccc(OCC(O)COC(=O)C(=C)C)cc2)cc1 (stereo unspecified)	-2	-7	18	-6	-10	31	1	-5
CN1CCN(C(=O)/C=C/c2ccc3c(c2)OCO3)CC1	5	-5	-192	-7	2	11	-1	-2
Cc1ccc(S(=O)(=O)Nc2ccc3c(c2)CC(=O)N([C@H](C)CO)C[C@@H](C)[C@H](CN(C)Cc2ccc(-c4ccccc4)cc2)O3)cc1	-8	-16	9	12	4	41*	2	-4
O=C(CNC(=O)c1ccco1)OCC(=O)c1ccc2c(c1)CCCC2	-4	-2	13	-6	3	7	1	-5
Cc1ccc(Nc2nc3c([nH]2)c(=O)[nH]c(=O)n3C)cc1	3	-3	-13	-2	5	-2	-2	0
C[C@@]12C(=O)N(CC3CC3)CC(=O)N1[C@H](C1CC1)[C@@H]1C(=O)N(c3ccccc3)C(=O)[C@@H]12	-7	-7	5	-4	-10	-6	1	-6
O=C(C1CCCN(Cc2ccccc2Br)C1)N1CCCCC1 (stereo unspecified)	4	0	13	6	-3	6	-1	-6
CCCCOc1ccc(/C=C(\C#N)C(=O)NC2CC2)cc1	9	-8	22	-2	0	-1	1	-5
C/C(Cn1nc([N+](=O)[O-])cc1C)=N\NC(=O)c1ccc(O)cc1O	-9	-7	11	-15	-3	8	1	-4
COc1ccc(NC(=O)NCCN2CCCCC2)cc1	3	10	20	4	16	-8	2	-6
O=C(c1cc(-c2ccc(Cl)cc2)on1)N1CCOCC1	29	9	12	2	26	-15	2	-10
Cc1ccc(F)cc1NC(=O)c1ccc2c(c1)OCO2	4	-10	17	-5	-4	-9	2	0
CC(C)CC(NC(N)=O)C(=O)OCC(=O)Nc1ccc(OC(F)F)cc1 (stereo unspecified)	4	0	27	0	0	-2	2	-2
CCOC(=O)N1CCN(CC(O)COc2ccc(-c3ccccc3)cc2)CC1 (stereo unspecified)	-2	1	10	6	16	35	2	-2
O=[N+]([O-])c1ccccc1OCc1nc(-c2cccs2)no1	14	2	12	1	-15	1	2	1
Cc1cccc(OCCNc2cc(N3CCN(CCO)CC3)ccc2[N+](=O)[O-])c1	5	-3	19	-27	-13	20	-1	-2
CS(=O)(=O)Nc1ccc(C(=O)CSc2nnc(C3CC3)n2C2CC2)cc1	-10	-6	-11	-3	-6	3	-6	-9
COc1ccc(NC(=O)c2cc3c(CO)cnc(C)c3oc2=Nc2cc(OC)cc(OC)c2)cc1	3	2	28	-1	11	8	3	3
CCOC(=O)c1cc2ccccc2n1CCN(CC)CC	-8	2	12	20	1	-22	2	-10
COc1ccc(CN2CCNC(=O)C2CC(=O)N(C)CC2CCOCC2)cc1C (stereo unspecified)	-7	-2	-6	4	0	-21	-1	-4
O=C1C(Cl)=C(N2CCOCC2)C(=O)N1CCc1ccccc1	-4	-15	20	-3	3	1	2	-5
COc1ccc(O)c(CN2CCCC(N3CCc4ccccc4C3)C2)c1 (stereo unspecified)	-8	-7	6	-4	-22	14	-1	-7
COc1ccc2c(c1OC)C(=O)N(c1cccc(/C=C/C(=O)O)c1)C2	-6	-22	-41	-3	-2	5	0	-6
CCOc1ccccc1NS(=O)(=O)c1c(C)noc1C	1	-1	19	3	-2	1	-1	-4
O=C(CSc1nc2ccccc2[nH]1)N1CCN(c2ccc(F)cc2)CC1	2	4	13	-2	7	6	4	1
Cc1ccc(S(=O)(=O)NCC(=O)OCC(=O)N2CC(C)OC(C)C2)cc1 (stereo unspecified)	7	-3	5	8	-2	-10	1	-9
COc1ccccc1C(=O)N1CCN(Cc2cccnc2)CC1	-1	-4	14	1	-14	-1	-1	-7
COc1ccc(C(=O)C(C)N(C(=O)c2ccc(Cl)cc2Cl)N2C(=O)C3C4C=CC(C4)C3C2=O)cc1 (stereo unspecified)	-7	-9	4	3	-8	14	0	-7
Brc1ccc(Oc2ncc(CN3CCN(c4ccccc4)CC3)s2)cc1	3	4	13	1	0	15	1	-4
COc1ccc(NC(=O)CN(c2ccc([N+](=O)[O-])cc2)S(=O)(=O)c2ccccc2)cc1	-4	-8	14	-16	-25	10	3	-5
O=C(/C=C/c1ccc(O)c(O)c1)NC(=O)c1ccccc1O	59*	69*	-7	-16	74*	-9	3	-7

Next records.
SMILES	SENP7 inh	SENP8 block-1	SENP8 block-2	UBC13 inh	SENP6 block	Apaf1 inhib	SENP1 inh	A3G deaminase
Cc1cc(C)c2c(NC(=S)NC(=O)c3ccccc3)n[nH]c2n1	-5	-8	-3	-10	-8	4	3	-3
O=C(Cc1noc2ccccc12)Nc1ccc2ccccc2c1	-9	-4	10	4	-6	13	4	-4
CC(C)n1nc(CC(=O)O)c2ccccc2c1=O	-8	-4	7	16	-2	-6	1	-6
Cc1ccccc1CC1(CO)CCCN(Cc2cn[nH]c2-c2ccccc2)C1 (stereo unspecified)	8	2	38	12	-14	-21	2	-8

Molecules above containing a Cl atom:
SMILES	SENP7 inh	SENP8 block-1	SENP8 block-2	UBC13 inh	SENP6 block	Apaf1 inhib	SENP1 inh	A3G deaminase
CCN(c1ccccc1)S(=O)(=O)c1ccc(Cl)c(C(=O)N2CCCC2)c1	-2	-6	-2	8	0	0	1	-5
Cc1c(Cl)cccc1NC(=O)CN1CCN(CCO)CC1	-2	-1	8	-7	-10	-5	3	-4
O=C(/C=C/c1cccs1)N1CCC2(CC1)Oc1ccc(Cl)cc1C(=O)C21CC(c2ccc(Cl)cc2)=NO1 (stereo unspecified)	-1	-10	5	-38	-6	-2	1	-4
Cn1nnnc1SCC(=O)Nc1ncc(Cl)cc1Cl	-4	-5	0	-5	-2	8	-1	-5
CCOC(=O)c1cnc2c(ccc3ccccc32)c1Cl	30	2	-51	2	2	-9	-1	-3
O=C(c1cc(-c2ccc(Cl)cc2)on1)N1CCOCC1	29	9	12	2	26	-15	2	-10
O=C1C(Cl)=C(N2CCOCC2)C(=O)N1CCc1ccccc1	-4	-15	20	-3	3	1	2	-5
COc1ccc(C(=O)C(C)N(C(=O)c2ccc(Cl)cc2Cl)N2C(=O)C3C4C=CC(C4)C3C2=O)cc1 (stereo unspecified)	-7	-9	4	3	-8	14	0	-7

Bioassay records: PubChem, Sanford-Burnham Center for Chemical Genomics
